Screening data (PubChem)
LANA DNA inh = KSHV C-LANA DNA binding inhibition; AID 504423; MBP-C-LANA/FAM-LBS DNA binding, fluorescence polarization; actives 0.078% (n = 340,000); inhibition, % at 9 µM;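 active = highest replicate inhibition at or above 60% at 9 µM, even if other replicates fall short; inactive = all replicates below 60% inhibition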;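 note: 0% = neutral control wells and 100% = 4 µM acridine orange control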
HTR5A inv ctr = counter-screen for OPRM1-OPRD1 inverse agonists: human HTR5A inverse agonism. inhibition, % at 9.3 µM. P47898. actives 0.083% (n = 340,000). AID 504634. HTR5A cell line, luminescence; in the data active = inhibition mostly above about 23%, no sharp cut-off; inactive = mostly below about 18%;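 note: 0% = cells with DMSO and 100% = no-cell wells with DMSO; some compounds called inactive have numbers as strong as hits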
Target sequence (P47898 whole entry, looked up): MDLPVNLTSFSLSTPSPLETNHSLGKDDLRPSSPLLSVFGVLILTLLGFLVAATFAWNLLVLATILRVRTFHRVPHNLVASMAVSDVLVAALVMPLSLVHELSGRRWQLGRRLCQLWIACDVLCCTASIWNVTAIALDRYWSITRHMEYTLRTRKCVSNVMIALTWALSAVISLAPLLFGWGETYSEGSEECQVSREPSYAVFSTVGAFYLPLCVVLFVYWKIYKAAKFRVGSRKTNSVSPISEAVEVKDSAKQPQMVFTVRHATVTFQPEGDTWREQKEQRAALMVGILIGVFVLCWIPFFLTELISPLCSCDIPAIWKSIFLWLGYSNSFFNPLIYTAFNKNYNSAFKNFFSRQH
RTF Ca sens inh = cardiac RTF calcium desensitization; P19429+P45379; IANBD-labeled cardiac RTF, Ca2+ fluorescence; inhibition, % at 7.15 µM; actives 0.12% (n = 340,000); AID 493244;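 active = inhibition above the mean inhibition of all tested compounds plus 3 SD, cut at about 17% in these data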;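 note: assay run at fixed EC70 calcium of 1.6 mM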
CAL PDZ FP = CAL PDZ (human) peptide binding inhibition; purified CAL PDZ, TMR-peptide fluorescence polarization, 1 h; AID 602252; actives 0.92% (n = 300,000); inhibition, % at 24.9 µM; Q9HD26;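 active = mean inhibition of at least 30% with at least half of replicates also reaching 30%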;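 note: 0% = DMSO neutral control and 100% = excess unlabeled competitor peptide PRC23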
OPRM1-OPRD1 ag = OPRM1-OPRD1 heterodimerization agonism | cells, luminescence | activation, % at 9.3 µM | actives 0.3% (n = 340,000); in the data active = activation above about 18%;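 note: 0% = vehicle-treated cells and 100% = reference agonist; values of inactives mirror those of a sister screen read the other way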
Keap1-Nrf2 PPI = inhibitors of human Keap1-Nrf2 protein-protein interaction; inhibition, % at 9.4 µM; Keap1 Kelch-Nrf2 peptide fluorescence polarization, 1536-well; Q14145; actives 0.15% (n = 340,000); in the data active = inhibition above about 12%;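 note: human Keap1 Kelch domain with fluorescein labeled Nrf2 9mer peptide probe; 0% = neutral control wells and 100% = peptide positive control; higher means more block of Keap1 binding to Nrf2 peptide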
HTR5A ag ctr = HTR5A agonism, opioid heterodimer counter-screen; P47898; HTR5A agonist assay, luminescence, cell-based; activation, % at 9.3 µM; actives 0.61% (n = 340,000); in the data active = activation mostly above about 9.5%, no sharp cut-off; inactive = mostly below about 7.6%;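 note: 0% = cells with vehicle only and 100% = reference agonist; strong numbers were not always called active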
V-ATPase pH = yeast V-ATPase proton transport regulation by pHLuorin; S. cerevisiae, pHLuorin cytosolic pH fluorescence; response, % at 10 µM; actives 0.37% (n = 350,000); AID 504577; in the data active = response mostly above about 7.3%, no sharp cut-off; inactive = mostly below about 5.4%; note: actives read high; inactives centre near 0; some compounds called inactive have numbers as strong as hits; reference of the scale not given here
OPRM1-OPRD1 inv = inverse agonists of human mu-delta opioid receptor heterodimerization; cell-based MOR-DOR heterodimer luminescence, inverse agonism; AID 504357; actives 0.21% (n = 340,000); P35372+P41143; inhibition, % at 9.3 µM; in the data active = inhibition above about 22%, passing the limit was not always enough;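 note: 0% = cells with DMSO and 100% = wells without cells with DMSO; values of inactives mirror those of a sister screen read the other way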
cardiac RTF act = increases calcium sensitivity of human cardiac regulated thin filaments; actives 0.24% (n = 340,000); IANBD-labeled TnC RTF fluorescence at EC20 calcium; 0% EC20 calcium, 100% full calcium; P19429+P45379; activation, % at 7.2 µM;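 active = activation above the mean over all tested compounds plus 3 SD, cut at about 30% in these data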;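 note: rise in fluorescence read as greater calcium sensitivity of cardiac thin filaments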
Starred values were filed as active, the others as inactive; · = no result given. Not a hit list, and some 2.8% of all compounds hit somewhere here.

SMILES | LANA DNA inh | HTR5A inv ctr | RTF Ca sens inh | CAL PDZ FP | OPRM1-OPRD1 ag | Keap1-Nrf2 PPI | HTR5A ag ctr | V-ATPase pH | OPRM1-OPRD1 inv | cardiac RTF act
Cc1cc(-c2nc(C)c(C(=O)NNS(=O)(=O)c3ccc(Cl)cc3Cl)s2)no1 | -1.1 | -8 | -3 | -3 | -3.6 | -2 | 4 | 2 | 18 | -4
N#Cc1c(NC(=O)CCC(=O)O)sc2c1CCCC2 | 1.4 | 3 | -4 | -1 | -1.5 | -4 | -2 | -1 | 8 | 4
COc1ccc([N+](=O)[O-])cc1N(CC(O)CN(CC(C)C)CC(C)C)S(=O)(=O)c1ccccc1 (configuration not stated) | 1.6 | 12 | 2 | 8 | 1.7 | -4 | -1 | -1 | -10 | 1
CCC1=NN(C(=O)c2cccnc2)C(O)(C(F)(F)F)C1 (configuration not stated) | -1.4 | -22 | -12 | -6 | -2.7 | 4 | -1 | -3 | 13 | 3
CCOC(=O)CNC(=O)CN1CCCN(S(=O)(=O)c2ccc(Br)s2)CC1 | -0.4 | 29 | -4 | -3 | -0.1 | 0 | 3 | 5 | 0 | 6
O=c1cc(N2CCCCC2)c(-c2ccccc2)nn1Cc1cccc(Cl)c1 | -4.7 | -9 | -3 | -3 | 1.9 | -7 | 4 | 1 | -8 | -4
Cc1ccccc1-c1nnc(SCC(=O)Nc2ccc(Cl)cc2)n1N | 1.2 | -8 | 1 | -3 | -1.2 | 0 | 3 | 1 | 6 | 0
Nc1nc(SCC(=O)Nc2cc(C(F)(F)F)ccc2Cl)[nH]c(=O)c1NC(=O)c1ccco1 | 0.5 | 6 | -3 | -9 | -1.5 | 2 | 3 | 0 | 8 | -5
COc1ccc(NC(=O)C2CCC(CNS(=O)(=O)c3csc(C(N)=O)c3)CC2)cc1OC (configuration not stated) | -0.9 | -9 | -10 | 1 | 1.0 | -2 | -1 | -1 | -5 | 5
O=C(Nc1nnc(-c2ccccc2)o1)c1cc(-c2cccs2)nc2ccccc12 | 0.2 | 0 | 1 | · | 0.4 | -5 | 0 | -4 | -2 | -1
COCCn1c(CCC(=O)O)ccc1-c1cccs1 | -0.2 | -8 | -12 | 7 | -1.2 | -4 | 3 | -1 | 7 | 7
COC(=O)Nc1nnc(COc2cccc(C)c2)s1 | -1.3 | 3 | 2 | 5 | -2.0 | 0 | -1 | 9 | 11 | 3

An excerpt of these results, in CSV form:
Molecule,LANA DNA inh,HTR5A inv ctr,RTF Ca sens inh,CAL PDZ FP,OPRM1-OPRD1 ag,Keap1-Nrf2 PPI,HTR5A ag ctr,V-ATPase pH,OPRM1-OPRD1 inv,cardiac RTF act
COc1ccc([N+](=O)[O-])cc1N(CC(O)CN(CC(C)C)CC(C)C)S(=O)(=O)c1ccccc1 (configuration not stated),1.6,12,2,8,1.7,-4,-1,-1,-10,1
CCC1=NN(C(=O)c2cccnc2)C(O)(C(F)(F)F)C1 (configuration not stated),-1.4,-22,-12,-6,-2.7,4,-1,-3,13,3
CCOC(=O)CNC(=O)CN1CCCN(S(=O)(=O)c2ccc(Br)s2)CC1,-0.4,29,-4,-3,-0.1,0,3,5,0,6
O=c1cc(N2CCCCC2)c(-c2ccccc2)nn1Cc1cccc(Cl)c1,-4.7,-9,-3,-3,1.9,-7,4,1,-8,-4
Cc1ccccc1-c1nnc(SCC(=O)Nc2ccc(Cl)cc2)n1N,1.2,-8,1,-3,-1.2,0,3,1,6,0
Nc1nc(SCC(=O)Nc2cc(C(F)(F)F)ccc2Cl)[nH]c(=O)c1NC(=O)c1ccco1,0.5,6,-3,-9,-1.5,2,3,0,8,-5
COc1ccc(NC(=O)C2CCC(CNS(=O)(=O)c3csc(C(N)=O)c3)CC2)cc1OC (configuration not stated),-0.9,-9,-10,1,1.0,-2,-1,-1,-5,5
O=C(Nc1nnc(-c2ccccc2)o1)c1cc(-c2cccs2)nc2ccccc12,0.2,0,1,·,0.4,-5,0,-4,-2,-1
COCCn1c(CCC(=O)O)ccc1-c1cccs1,-0.2,-8,-12,7,-1.2,-4,3,-1,7,7
COC(=O)Nc1nnc(COc2cccc(C)c2)s1,-1.3,3,2,5,-2.0,0,-1,9,11,3

Going on with the list:
SMILES | LANA DNA inh | HTR5A inv ctr | RTF Ca sens inh | CAL PDZ FP | OPRM1-OPRD1 ag | Keap1-Nrf2 PPI | HTR5A ag ctr | V-ATPase pH | OPRM1-OPRD1 inv | cardiac RTF act
Cn1cccc1/C=N/n1c(-c2ccco2)n[nH]c1=S | 0.1 | 26 | -9 | 2 | 1.4 | -1 | 6 | 6 | -10 | 0
CCn1cc([N+](=O)[O-])c(C(=O)N2CCN(C(=O)c3ccco3)CC2)n1 | 0.1 | 26 | -4 | 0 | -1.2 | -1 | 14* | -3 | 5 | 3
Cc1ccc2c(c1)NCC(C(=O)NCc1ccccc1)O2 (configuration not stated) | 1.9 | -3 | -1 | · | -1.2 | -3 | 1 | 3 | 7 | -2
O=C1C(=O)c2ccccc2C(O)=C1c1ccccc1F | 3.4 | -15 | -4 | · | -4.7 | 5 | 4 | -2 | 23 | -1
CSc1nc2ccc(NC(=O)NC(=O)c3c(F)cccc3F)cc2s1 | 1.2 | 10 | 0 | -3 | 1.2 | 1 | 1 | -1 | -6 | 0
CCOc1ccccc1NC(=O)c1cccc(NC(=O)CC(c2ccccc2)c2ccccc2)c1 | 1.2 | -2 | -5 | -6 | -1.0 | 1 | 6 | -56 | 6 | -14
CC(=O)C1CCC2C3CCC4=CC(=O)C=CC4(C)C3C(=O)CC12C (configuration not stated) | -0.8 | 6 | 4 | -5 | -0.6 | -3 | -2 | -6 | 3 | -6
CCCCC(=O)NC(=S)Nc1cc([N+](=O)[O-])ccc1OC | 0.8 | 7 | 2 | -3 | 0.3 | -6 | 2 | 4 | -2 | -5
Cc1csc(SCC(=O)Nc2nc3ccccc3s2)n1 | 3.2 | 7 | -5 | · | -1.3 | 3 | -1 | -3 | 5 | -1
Cc1ccc(Sc2ncccc2C(=O)O)cc1 | -1.1 | -13 | -14 | -1 | -1.4 | -1 | 4 | -1 | 8 | -3
